EPAC1 agonist – qHTS for Agonist of cAMP-regulated guanine nucleotide exchange factor 3 (EPAC1): primary screen | EPAC1 agonist qHTS, biochemical assay; response scale: 100% = response to 6.5 mM cAMP | actives 0.073% (n = 360,000) | Potency, µM (titrated, usually from 154 µM), inactives show at the top dose activation, actives largely listed as activators; further: potency means the concentration at half of the fitted maximal effect; nearly all actives have a fitted effect of over 60% in size
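Fluorescent GDP-exchange assay: 100 nM EPAC1 with 250 nM Rap1B preloaded with BODIPY-GDP and 50 uM GDP; compounds tested as concentration series, 5 min at room temperature, then read every 5 min for 30 min (ex 480/em 540 nm); normalized to 6.5 mM cAMP.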
WRN inhibitor – qHTS for Inhibitors of WRN Helicase; Potency, µM (doses to about 114 µM), for inactives: at the top dose activity change, negative = inhibition, hits mostly inhibitors; AID 651768, 2012; actives 0.46% (n = 360,000); WRN helicase unwinding, fluorescent forked duplex, kinetic; further: potency means the concentration at half of the fitted maximal effect; on the % scale 0 is the no-effect control and ±100 the full control effect; nearly all actives have a fitted effect of over 55% in size
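Enzyme (20 nM final) and test compound sit together 15 min at room temperature before substrate addition. Substrate is a single-forked duplex oligonucleotide (100 nM) labelled with fluorophore and quencher, with 2 mM ATP; helicase unwinding raises red fluorescence, read kinetically.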
Mm-Cpn inhibitor – Inhibitors of TCP-1 ring complex (TRiC) of Methanococcus maripaludis (MmCpn): qHTS. actives 0.031% (n = 330,000). Potency, µM (series often up to 76.9 µM), inactives show top-dose activity, negative = inhibition, actives largely listed as inhibitors. purified Mm-Cpn ATPase, ADP Transcreener TR-FRET; further: potency means the concentration at half of the fitted maximal effect; on the % scale 0 is the no-effect control and ±100 the full control effect; nearly all actives have a fitted effect of over 80% in size
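25 nM Mm-CPN + cpd, 10 min 37°C; + 10 uM ATP, 30 min 37°C; buffer 30 mM Tris pH 7.4, 100 mM KCl, 5 mM MgCl2, 1 mM DTT; Transcreener ADP HTRF detection 30 min RT.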
EPAC1 antag – qHTS for Antagonist of cAMP-regulated guanine nucleotide exchange factor 3 (EPAC1): primary screen | EPAC1 GEF assay, Rap1b-BODIPY-GDP exchange fluorescence | Potency, µM (doses to about 115 µM), for the others: at the top dose activity change, negative = inhibition, most hits filed as inhibitors | actives 0.14% (n = 360,000) | AID 720709, 2013;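 further: potency means the concentration at half of the fitted maximal effect; plate controls were vehicle for no effect and positive control for full effect; nearly all actives have a fitted effect of over 50% in size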
EPAC2 antag – qHTS for Antagonist of cAMP-regulated guanine nucleotide exchange factor 2 (EPAC2): primary screen; EPAC2 GEF exchange of Rap1B-BODIPY-GDP, fluorescence; Potency, µM (titrated, usually from 114 µM), without a hit: top-dose activity, negative = inhibition, most hits filed as inhibitors; actives 0.18% (n = 360,000); AID 720708, 2013; further: potency means the concentration at half of the fitted maximal effect; on the % scale 0 is the no-effect control and ±100 the full control effect; nearly all actives have a fitted effect of over 45% in size; many of its hits are not listed in these tables
PLK1 PBD block – qHTS for Inhibitors of PLK1-PDB (polo-like kinase 1 - polo-box domain): Primary Screen. Plk1 PBD binding of FITC phosphopeptide, fluorescence polarization. Potency, µM, for inactives: max response, negative = inhibition, most hits filed as inhibitors. actives 2.8% (n = 360,000). Serine/threonine-protein kinase PLK1 (Homo sapiens), P53350; further: potency means the concentration at half of the fitted maximal effect; series mostly up to about 57 µM; on the % scale 0 is the no-effect control and ±100 the full control effect; nearly all actives have a fitted effect of over 65% in size
Target sequence (P53350 whole entry, looked up, the tested form may be a part): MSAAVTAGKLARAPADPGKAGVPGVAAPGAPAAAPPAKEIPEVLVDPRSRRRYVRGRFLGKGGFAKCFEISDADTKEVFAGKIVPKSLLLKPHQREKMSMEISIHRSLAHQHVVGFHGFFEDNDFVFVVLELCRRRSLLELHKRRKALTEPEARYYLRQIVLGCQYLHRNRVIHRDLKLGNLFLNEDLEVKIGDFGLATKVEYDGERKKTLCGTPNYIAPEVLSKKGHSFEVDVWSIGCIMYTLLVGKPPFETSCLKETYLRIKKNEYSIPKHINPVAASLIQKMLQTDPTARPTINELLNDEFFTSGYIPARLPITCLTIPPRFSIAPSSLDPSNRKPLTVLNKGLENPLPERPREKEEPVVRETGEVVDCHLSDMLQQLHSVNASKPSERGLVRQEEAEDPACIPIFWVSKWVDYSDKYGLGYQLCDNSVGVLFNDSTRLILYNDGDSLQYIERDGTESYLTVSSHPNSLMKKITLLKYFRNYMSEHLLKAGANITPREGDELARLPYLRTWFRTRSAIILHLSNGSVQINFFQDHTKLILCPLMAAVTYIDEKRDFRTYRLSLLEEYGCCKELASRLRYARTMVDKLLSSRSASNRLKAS
PI5P4K alpha inh – qHTS for Inhibitors of phosphatidylinositol 5-phosphate 4-kinase (PI5P4K). Phosphatidylinositol 5-phosphate 4-kinase type-2 alpha (Homo sapiens), P48426. PI5P4Kalpha enzyme, ADP-Glo luminescence, 60 min; stronger effect = lower value. max response, %. actives 1.2% (n = 330,000). AID 652105, 2013; active means max response of -50% or lower; inconclusive means between -30% and -50%; inactive means -30% or higher; further: value at the top dose of about 77 µM; on the % scale 0 is the no-effect control and ±100 the full control effect
Target sequence (P48426 whole entry, looked up): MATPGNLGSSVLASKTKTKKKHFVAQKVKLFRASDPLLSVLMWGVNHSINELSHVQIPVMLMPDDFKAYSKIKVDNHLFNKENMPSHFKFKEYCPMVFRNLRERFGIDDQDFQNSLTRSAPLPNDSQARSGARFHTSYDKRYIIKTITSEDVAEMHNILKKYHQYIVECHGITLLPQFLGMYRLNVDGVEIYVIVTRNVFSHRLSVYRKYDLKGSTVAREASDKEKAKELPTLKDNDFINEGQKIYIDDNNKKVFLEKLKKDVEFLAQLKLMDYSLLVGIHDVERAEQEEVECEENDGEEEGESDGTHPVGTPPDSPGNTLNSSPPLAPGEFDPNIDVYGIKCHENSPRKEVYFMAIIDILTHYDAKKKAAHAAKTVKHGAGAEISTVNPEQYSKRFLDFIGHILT
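ADP-Glo luminescence end-point read after a 60 min room-temperature kinase reaction of PI5P4Kalpha plus substrate, initiated with ATP at 5 microM final. Buffer: 0.038 M HEPES pH 7.4, EGTA, 0.1% CHAPS, 5% DMSO.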
CCT chaperon mod – High-Throughput Screening for Modulators of Cytosolic Chaperonin Activity | activity change, % (concentration not given with the values), hits read low | purified chaperonin ATPase assay, HTRF ADP detection, 30 min | actives 0.3% (n = 360,000); in the data active means activity change below about -30%; further: on the % scale 0 is the no-effect control and ±100 the full control effect
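First, chaperonin was dispensed at 40 nM or 20 nM final depending on batch activity. Next, compounds were pinned at 76 uM and ATP added at 10 uM. After 30 min at 37 °C, ADP detection reagents ran 30 min at ambient temperature.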
* marks the source's active call; other numbers are inactive results; ? = inconclusive; · = no result given; [ ] = dose if it differs, or a comment. Unless noted, the call rests on the fitted dose curve; in most records, active means well fitted curve in the direction sought with a large enough effect; inconclusive means small, poorly fitted or top-dose-only effect, or another doubt; inactive means no such curve, though single readings can be large; an effect the other way counts as inactive or inconclusive.

mol | EPAC1 agonist | WRN inhibitor | Mm-Cpn inhibitor | EPAC1 antag | EPAC2 antag | PLK1 PBD block | PI5P4K alpha inh | CCT chaperon mod
Oc1ccc(-c2nccc(-c3cccs3)n2)cc1 | 5% | -12% | 0% | 0% | 0% | -2% | 6 | -1.6
COc1cc(/C=N/N=C2/NC(=O)C(Cc3ccc(F)cc3)S2)ccc1O (stereo not drawn) | -3% | -13% | 4% | 0% | 0% | -1% | -1 | 6.7
COc1cccc(CN(C)CC(O)COC(c2ccccc2)c2ccccc2C)c1 (stereo not drawn) | -2% | -34% | 3% | ? | -24% | -7% | 12 | -1.9
Cc1ccc(NC(CNS(=O)(=O)c2ccc(Cl)cc2)c2ccccc2)cc1 (stereo not drawn) | 2% | -16% | 0% | -18% | -2% | -7% | 1 | -1.4
CCOC(=O)c1ccc(NC(=O)N2C3CCCC2CC(NC(C)=O)C3)cc1 (stereo not drawn) | 5% | -4% | 3% | 0% | 7% | 4% | -3 | -0.6
C=CCOc1ccc(/C=C/C(=O)OCC(=O)N(C)CC(=O)Nc2ccc(F)cc2)cc1 | -8% | 1% | -4% | -11% | -9% | -5% | -1 | -3.5
CC(C)c1cccc(C(C)C)c1OC(=O)[C@H]1OC(c2ccc(Br)cc2)=C[C@@H]1c1ccc(Br)cc1 | -12% | -7% | -3% | -16% | -3% | -2% | -8 | -2.9
COc1ccc(-c2cc(-c3ccccc3)no2)cc1 | 6% | -1% | -1% | -3% | -10% | 1% | -2 | 1.2
Cc1cc(C(=O)O[C@H]2[C@H](C)NS(=O)(=O)[C@H]3C[C@@H]4C=C[C@]23O4)cc([N+](=O)[O-])c1 | -5% | 0% | -2% | 0% | -2% | 3% | -4 | 0.2
COc1ccc(C2=Nc3ccccc3NC(=O)C2N(C(=O)c2cc3ccccc3[nH]2)c2ccccc2)cc1 (stereo not drawn) | -8% | 3% | · | 10% | 6% | 5% | -4 | 0.7
CCOc1ccc(S(=O)(=O)N2CCC(C(=O)NCc3cccnc3)CC2)cc1Cl | 2% | 9% | -2% | 14% | 4% | -5% | -7 | -18
Cc1ccc(N2C(=O)c3ccc(C(=O)Nc4cccnc4)cc3C2=O)c(C)c1 | 7% | -4% | 2% | -11% | -11% | -1% | -1 | -0.6
CCOc1cc(N2CCOCC2)c(OCC)cc1NC(=O)c1ccc(OC)cc1 | 2% | -7% | 0% | 8% | 22% | 3% | -7 | 2.7
CCCCNC(=O)CCC(=O)Nc1ccc2nc(N3CCOCC3)cc(C)c2c1 | -5% | 1% | 1% | 1% | 9% | -6% | · | -0.4
O=C(c1cc2ccccc2oc1=O)N(Cc1ccco1)Cc1cccs1 | 13% | -13% | -2% | 6% | -8% | -4% | · | -0.4
O=C(NNC(=O)c1ccccc1O)c1ccc(Br)cc1 | 9% | -6% | 1% | -19% | -17% | 0% | -1 | 2.1
C/C(=C\C(=S)Nc1ccccc1)Nc1ccc2ccccc2c1 | 23% | -20% | 0% | -8% | 1% | -18% | 6 | 0.6
O=C(NCCC(=O)N(CCc1ccccc1)Cc1ccccc1)c1ccc(Br)cc1 | -4% | -31% | 2% | -24% | -5% | -10% | 15 | 0.2
CN(CC(=O)Nc1ccc(Cl)cc1)C(=O)CNC(=O)c1ccc2ccccc2c1 | 0% | -31% | 4% | -11% | -1% | 2% | 14 | -0.6
O=C(Cn1cnc2c(cnn2-c2ccccc2)c1=O)N1CCOCC1 | 4% | -7% | -2% | -3% | -4% | 2% | 0 | 1.2
CC(C)c1nc(SCC(=O)Nc2ccc(C(=O)O)cc2)c2c3c(sc2n1)CCCC3 | 5% | -21% | 0% | -17% | -13% | ? | ? | -11
Cc1csc2ncnc(N3CCN(C(=S)Nc4ccc(C(F)(F)F)cc4)CC3)c12 | -8% | -6% | -2% | -7% | -11% | 3% | -1 | -0.8
CC(NC(=O)c1cccnc1)C(=O)N1CCCCC1 (stereo not drawn) | 2% | 4% | 3% | -4% | 1% | -11% | 7 | -2.4
CCN(Cc1nc2ccccc2c(=O)[nH]1)Cc1cc(=O)oc2cc(C)c(C)cc12 | 6% | -4% | · | 10% | 5% | -5% | 2 | -3.8
CCCCC(O)(CCCC)C(=O)NN(C(=O)c1cccnc1Cl)c1ccccc1 | -2% | -20% | 0% | 13% | 11% | 4% | 6 | -1.8
CC(C)CN(C)C(=O)CCc1nnc(Cc2ccc(-c3ccccc3)cc2)o1 | 6% | -10% | -2% | -3% | ? | -1% | 0 | 0.1
COc1ccc(NC(=O)c2ccc(OC(=S)N(C)c3ccc(OC)cc3)cc2)cc1 | -9% | 0% | 2% | 7% | 7% | -3% | 0 | 0.6
CC1CN(C(=S)NC(=O)c2ccc([N+](=O)[O-])cc2)CC(C)O1 (stereo not drawn) | 14% | -5% | 0% | 5% | 7% | -2% | 1 | -3.3
CC(=O)N1CCN(Cc2cc(=O)oc3ccc4ccccc4c23)CC1 | -11% | 15% | · | 19% | ? | -3% | -10 | -0.2
Cc1ncc(CO)c2cc(S(=O)(=O)c3ccc(F)cc3)c(=O)oc12 | 5% | -4% | -3% | 1% | -1% | -16% | -7 | -0.7

Reprinted from above, two compounds:
mol | EPAC1 agonist | WRN inhibitor | Mm-Cpn inhibitor | EPAC1 antag | EPAC2 antag | PLK1 PBD block | PI5P4K alpha inh | CCT chaperon mod
CC(=O)N1CCN(Cc2cc(=O)oc3ccc4ccccc4c23)CC1 | -11% | 15% | · | 19% | ? | -3% | -10 | -0.2
Cc1ncc(CO)c2cc(S(=O)(=O)c3ccc(F)cc3)c(=O)oc12 | 5% | -4% | -3% | 1% | -1% | -16% | -7 | -0.7

Continued.
mol | EPAC1 agonist | WRN inhibitor | Mm-Cpn inhibitor | EPAC1 antag | EPAC2 antag | PLK1 PBD block | PI5P4K alpha inh | CCT chaperon mod
Cc1cc(NC(=O)CCC(=O)N(Cc2ccco2)C2(C(=O)NC3CCCC3)CCCCC2C)no1 (stereo not drawn) | -1% | 1% | 2% | 0% | -4% | 0% | 0 | -0.2
COc1ccccc1NS(=O)(=O)c1ccc(C(=O)N2CCN(c3ccccc3O)CC2)cc1 | -9% | 2% | 0% | 16% | -4% | 4% | -8 | -0.4
COC(=O)CS(=O)(=O)c1ccsc1C(=O)Nc1ccc(F)c(F)c1 | 2% | 12% | -3% | -2% | 13% | -3% | 2 | 1.5
COc1ccc(C(C)=O)cc1COC(=O)CSCC(=O)Nc1ccc(C)cc1 | 7% | 13% | 1% | -2% | 2% | -7% | -8 | -1.6
O=C(O)C/C(=C\c1ccc(Cl)cc1)c1nc2ccccc2o1 | -4% | 6%[57.1 µM] | 0% | -4% | -16% | -10% | -1 | 1.5
Cc1ccccc1Cn1cc(NC(=O)c2cc(-c3cccs3)on2)cn1 | 0% | 2% | 0% | 9% | 8% | 3% | · | 0.6
COC(C(=O)Nc1ccnn1C1CCN(C(=O)c2cccc(F)c2)CC1)c1ccccc1 (stereo not drawn) | 8% | -6% | 0% | -12% | -1% | ? | 3 | -1.8
CCCCCC(=O)NN1C(=S)N(c2ccc(OC)cc2)C(=O)C1CC(=O)Nc1ccccc1 (stereo not drawn) | -4% | -30% | 2% | -4% | 7% | -3% | -12 | -1.2
CC1(C)CC2CC(C)(CN2C(=O)C23CCC(C)(C(=O)C2)C3(C)C)C1 (stereo not drawn) | -12% | -8% | 0% | -13% | 22% | 114%[activator] | 1 | 0.1
O=C(Nc1ccc2oc(Cc3ccc(Cl)cc3)nc2c1)c1cccnc1 | 11% | -15% | 0% | -16% | 2% | 2% | · | 3.1
CCCc1cc(=O)oc2c(C)c(OCC(=O)NCCCN3CCOCC3)ccc12 | -2% | -5% | 10% | 0% | 3% | -10% | 18 | 1.1
CCN1CCN(C(=S)Nc2cccc(Cl)c2)CC1 | 5% | -5% | 0% | -4% | -1% | -13% | 6 | -1.6
O=C(Cc1cccs1)NNC(=O)C12CC3CC(CC(C3)C1)C2 | 7% | -1% | 2% | -3% | 5% | -3% | 0 | -1.1
COc1cc(NC(=O)Cc2cccs2)ccc1-n1cnnn1 | -7% | 4% | 2% | 2% | 1% | 3% | -11 | 0.9
COc1ccc(CNc2nc3ccccc3n2Cc2ccccc2)cc1OC | 3% | 2%[57.1 µM] | -5% | -5% | -8% | -8% | -1 | 0.0
CCn1c(CC(=O)Nc2ccc(C)cc2)n[nH]c1=S | -9% | -17% | 4% | -3% | 3% | 1% | 0 | 2.8
CN1CCc2c(sc(NC(=O)c3ccc([N+](=O)[O-])o3)c2C(N)=O)C1 | 7% | -24% | -1% | -16% | -5% | -1% | 2 | -0.3
CCCN1CCN(C(=O)CCn2c(=O)c3cccn3c3cccnc32)CC1 | 5% | -7% | -2% | 12% | 9% | -9% | 5 | 1.5
COc1ccccc1OCCNC(=O)CNC(=O)c1ccc(C(C)(C)C)cc1 | -17% | 0% | -1% | -15% | 9% | -11% | -2 | 0.2
CC1(C)Cc2noc(N)c2C(C)(C)N1OC(=O)c1scc2c1OCCO2 | 11% | -3% | 0% | 0% | -2% | -18% | 6 | 0.6
COc1ccc(-c2cc3c(=O)n(CC(=O)NCCN4CCCC4)nc(C)n3n2)cc1 | -2% | 6% | -4% | 5% | 0% | 2% | -4 | -4.3
CCOC(=O)C1=C(C)NC2=C(C(=O)CC(C)(C)C2)C1c1ccc2c(c1)CCCN2C (stereo not drawn) | -13% | 10% | -3% | 0% | 20% | -2% | -7 | -1.3
CS(=O)(=O)N1CCN(c2ccccc2NC(=O)Cc2ccc(Cl)cc2)CC1 | 0% | -1% | 0% | -14% | -8% | -9% | 3 | -32*
CCOc1ccc(NS(=O)(=O)c2ccc(NC(=S)NC(C)=O)cc2)cc1 | 7% | 3% | -1% | -1% | -9% | -14% | 1 | -0.9
Cc1cc(=O)oc2cc(N3C(=O)CC(Cc4ccccc4)C3=O)ccc12 (stereo not drawn) | 12% | -6% | 3% | 4% | 0% | -12% | -1 | -1.1
Cc1ccc(Nc2cc(C)c3c(O)cccc3n2)cc1C | 14% | -16% | 2% | -3% | -12% | -1% | -7 | 0.2
Nc1nc(C23CC4CC(CC(C4)C2)C3)[nH]c(=O)n1 | 9% | -4%[11.6 µM] | 2% | -7% | 4% | -3% | 0 | 2.2

A portion of the library, so the mix of outcomes need not match the whole.
